GalR3 antagonist: antagonists of human GalR3; HEK293 GalR3-CNG cAMP membrane potential fluorescence; galR3 body fused to GalR1 C-terminus; inhibition, % at 3 µM; actives 0.44% (n = 360,000); AID 651719;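 active = inhibition above the screen-wide average plus 3 SD, cut at about 13% in these data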;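 note: forskolin and galanin both at EC90 stimulate the cells; cAMP rise reported by CNG channel membrane potential dye signal; 0% = forskolin plus galanin with DMSO and 100% = forskolin alone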
Target sequence (O60755 1-299 limits assumed): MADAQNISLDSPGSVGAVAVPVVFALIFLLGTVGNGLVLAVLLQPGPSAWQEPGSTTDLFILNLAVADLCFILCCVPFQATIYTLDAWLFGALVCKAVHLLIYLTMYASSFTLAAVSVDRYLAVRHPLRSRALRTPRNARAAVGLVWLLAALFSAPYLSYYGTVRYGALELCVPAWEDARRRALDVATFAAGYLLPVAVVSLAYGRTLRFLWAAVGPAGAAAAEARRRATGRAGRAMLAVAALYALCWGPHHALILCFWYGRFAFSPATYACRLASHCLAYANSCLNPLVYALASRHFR
CRFR2-BP antag: CRF-BP/CRF-R2 complex antagonism. actives 0.59% (n = 350,000). inhibition, % at 11.8 µM. HEK293 CRF-R2/CRF-BP, CRF-induced calcium fluorescence;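 active = inhibition of the ligand-induced calcium signal above about 50% at the single tested concentration, limit read from the data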
CRFR2-BP ag: agonists of human CRF-binding protein/CRF-R2 receptor complex. HEK293 CRF-R2/CRF-BP, calcium dye fluorescence (FLIPR); percent of saturating CRF peptide response. activation, % at 13.2 µM. actives 0.46% (n = 350,000);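 active = activation of at least 50%, plus an integration ratio under a set limit after plate pattern correction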;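 note: plate controls were neutral control wells without compound for no effect and CRF at EC100 for full effect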
* = called active by the depositor. The list is partial, so the mix of outcomes need not match the whole.

For CC(C(=O)N1CCc2ccccc21)N1CCN(S(=O)(=O)c2ccc(C(F)(F)F)cc2)CC1 (centres undefined) the results were GalR3 antagonist -6, CRFR2-BP antag -3 and CRFR2-BP ag 1.4.
`CCC(CCNC(=O)c1ccccc1)(CCNC(=O)c1ccccc1)[N+](=O)[O-]` gave GalR3 antagonist -6, CRFR2-BP antag 24 and CRFR2-BP ag -8.2.
Cc1cccc(NC(=O)COc2ccc3c(c2)CCC3)n1 was read as GalR3 antagonist -3, CRFR2-BP antag -6 and CRFR2-BP ag 0.6.
`Cn1cnnc1SCC(=O)NCCC1=CCCCC1` gave GalR3 antagonist -4, CRFR2-BP antag 3 and CRFR2-BP ag -0.7.
`Cc1ccc(CSCC(=O)N(C)CC(=O)Nc2ccc(Cl)c(Cl)c2)cc1` gave GalR3 antagonist -3, CRFR2-BP antag 4 and CRFR2-BP ag 0.0.
Cc1cnc(C(=O)OCC(=O)Nc2ccccc2[N+](=O)[O-])cn1 was read as GalR3 antagonist -5, CRFR2-BP antag 21 and CRFR2-BP ag -0.1.
Cc1onc(-c2ccccc2)c1NC(=O)OC(C)c1cccnc1 (centres undefined) was read as GalR3 antagonist -1, CRFR2-BP antag -2 and CRFR2-BP ag -3.2.
O=C(NCC(c1ccco1)N1CCN(c2ccc(F)cc2)CC1)C(=O)NC1CCCCC1 (centres undefined) was read as GalR3 antagonist -1, CRFR2-BP antag -5 and CRFR2-BP ag 0.1.
O=C(/C=C/c1ccc([N+](=O)[O-])cc1)OCC(=O)N1CCCC1 was read as GalR3 antagonist -4, CRFR2-BP antag 0 and CRFR2-BP ag -0.2.
For CC[C@@]1(C(=O)OC)N[C@H](CN(C)C(=O)C2CCCCC2)[C@@H]2C(=O)N(Cc3ccccc3)C(=O)[C@@H]21 the results were GalR3 antagonist -5, CRFR2-BP antag 8 and CRFR2-BP ag -3.8.
For O=C(CSc1ccccc1F)NCC1(N2CCCCC2)CCCCC1 the results were GalR3 antagonist 0, CRFR2-BP antag 7 and CRFR2-BP ag -0.7.
Screening Cc1ccc(NC(=O)c2nc[nH]c2C(=O)NCCN(CCNC(=O)c2[nH]cnc2C(=O)Nc2ccc(C)cc2)CCNC(=O)c2[nH]cnc2C(=O)Nc2ccc(C)cc2)cc1 returned GalR3 antagonist -5, CRFR2-BP antag 5 and CRFR2-BP ag -0.1.
For O=C(c1ccco1)N1CCN(c2ccc(N3CCCCC3)nn2)CC1 the results were GalR3 antagonist -2, CRFR2-BP antag 2 and CRFR2-BP ag -1.9.
For COc1ccc(S(=O)(=O)N2CCCCCC2)cc1NC(=O)CN(C)Cc1ccc2c(c1)OCO2 the results were GalR3 antagonist -2, CRFR2-BP antag 9 and CRFR2-BP ag -0.9.
`CCC(C)N(C(=O)CSc1nnc2ccccn12)C1CCS(=O)(=O)C1` (centres undefined) gave GalR3 antagonist 4, CRFR2-BP antag 3 and CRFR2-BP ag 0.1.
`Cc1ccc(NC(=O)COc2ccc3c(c2)CCC3)nc1` gave GalR3 antagonist -2, CRFR2-BP antag 1 and CRFR2-BP ag 0.1.
`OC(c1cc(C(F)(F)F)nc2c(C(F)(F)F)cccc12)C1CCCCN1` (centres undefined) gave GalR3 antagonist -4, CRFR2-BP antag -91 and CRFR2-BP ag 18.
For CC(=O)Nc1c(Cl)cnn(-c2ccccc2)c1=O the results were GalR3 antagonist -4, CRFR2-BP antag -1 and CRFR2-BP ag -0.7.
`CCN(C(=O)COC(=O)CCC(=O)c1ccc(C)cc1)c1c(N)n(Cc2ccccc2)c(=O)[nH]c1=O` gave GalR3 antagonist -6, CRFR2-BP antag -8 and CRFR2-BP ag -1.9.
`CN(C(=O)COC(=O)C1=COCCO1)c1c(N)n(Cc2ccccc2)c(=O)[nH]c1=O` gave GalR3 antagonist -3, CRFR2-BP antag -4 and CRFR2-BP ag -0.6.
`O=C(CSc1nc(C2CC2)nc2ccccc12)N1CCc2ccccc21` gave GalR3 antagonist -6, CRFR2-BP antag 11 and CRFR2-BP ag -8.2.
For O=C(COC(=O)/C=C/c1ccc(C(F)(F)F)cc1)Nc1ccc2[nH]c(=O)[nH]c2c1 the results were GalR3 antagonist -3, CRFR2-BP antag 1 and CRFR2-BP ag 4.2.
Screening C[C@@H]1CN([C@H](C)CO)C(=O)Cc2cc(NS(=O)(=O)c3cn(C)cn3)ccc2O[C@H]1CN(C)S(=O)(=O)c1ccc(Cl)cc1 returned GalR3 antagonist -7, CRFR2-BP antag -10 and CRFR2-BP ag 1.4.
O=c1ccc(S(=O)(=O)N2CCCC2)c[nH]1 was read as GalR3 antagonist -4, CRFR2-BP antag -1 and CRFR2-BP ag 0.9.
Screening CCCCN(C(=O)CSc1nnnn1-c1ccccc1OC)C1CCS(=O)(=O)C1 (centres undefined) returned GalR3 antagonist -1, CRFR2-BP antag 9 and CRFR2-BP ag -0.3.
For CCC1(C2=CCCCC2)C(=O)NC(=O)N=C1N (centres undefined) the results were GalR3 antagonist -3, CRFR2-BP antag 1 and CRFR2-BP ag -1.1.
CC(C)CN(C(=O)CSc1nnc(-c2cccs2)n1C1CC1)C1CCS(=O)(=O)C1 (centres undefined) was read as GalR3 antagonist -9, CRFR2-BP antag 2 and CRFR2-BP ag -2.0.
CCCCn1c(N)c(N(CC(C)C)C(=O)CC2OC(=O)c3ccccc32)c(=O)[nH]c1=O (centres undefined) was read as GalR3 antagonist -4, CRFR2-BP antag -8 and CRFR2-BP ag -1.4.
N#Cc1ccccc1S(=O)(=O)N1CCN(C(=O)C2CCCCC2)CC1 was read as GalR3 antagonist -6, CRFR2-BP antag -4 and CRFR2-BP ag -0.3.
CC(OC(=O)c1ccc(Br)c(S(=O)(=O)N2CCOCC2)c1)C(=O)NC1CCCCC1C (centres undefined) was read as GalR3 antagonist 2, CRFR2-BP antag 0 and CRFR2-BP ag -0.2.
`CN(c1ccccc1)c1ccc(/C=C(/CCC(=O)O)c2nc3ccccc3s2)cc1[N+](=O)[O-]` gave GalR3 antagonist 3, CRFR2-BP antag 30 and CRFR2-BP ag -0.6.
Screening CCC(CO)Oc1cc(NCc2cccc(C(F)(F)F)c2)c2ncn(C(C)C)c2c1 (centres undefined) returned GalR3 antagonist -6, CRFR2-BP antag -5 and CRFR2-BP ag -0.3.
COc1ccc(C(CNC(=O)COc2ccc(F)cc2Cl)N2CCCCC2)cc1 (centres undefined) was read as GalR3 antagonist -2, CRFR2-BP antag -16 and CRFR2-BP ag 0.3.
COC(=O)[C@H]1[C@H]2C[C@@H]3c4[nH]c5cc(OC)ccc5c4CCN3C[C@H]2C[C@@H](OC(=O)c2cc(OC)c(OC)c(OC)c2)[C@@H]1OC was read as GalR3 antagonist 0, CRFR2-BP antag -41 and CRFR2-BP ag 4.7.
C=CCN1C(=O)c2ccc(C(=O)N(C)Cc3ccc(C)o3)cc2C1=O was read as GalR3 antagonist -4, CRFR2-BP antag -8 and CRFR2-BP ag -3.0.
`Cc1csc(NC(=O)CSCc2c(C)noc2C)n1` gave GalR3 antagonist -3, CRFR2-BP antag -6 and CRFR2-BP ag 0.2.
COc1ccc(C(C#N)=Cc2ccc(OC)c(OC)c2)cc1 was read as GalR3 antagonist 2, CRFR2-BP antag 26 and CRFR2-BP ag 2.8.
Screening CCOC(=O)N1CCN(S(=O)(=O)CCNC(=O)c2ccc(OC)cc2)CC1 returned GalR3 antagonist -3, CRFR2-BP antag 7 and CRFR2-BP ag 2.3.
`Cc1ccc(-c2csc(N)n2)cc1` gave GalR3 antagonist -3, CRFR2-BP antag 27 and CRFR2-BP ag -4.7.
For CCOC(=O)c1c(NC(=O)c2cccs2)sc(C(=O)N2CCOCC2)c1C the results were GalR3 antagonist 9, CRFR2-BP antag -2 and CRFR2-BP ag -1.2.
COc1ccc2oc(C(=O)OCC(=O)NCCc3ccccc3)c(C)c2c1 was read as GalR3 antagonist -3, CRFR2-BP antag 11 and CRFR2-BP ag -0.3.
`COc1ccccc1N(C)S(=O)(=O)c1ccc(Cl)c(C(=O)NCc2cccnc2)c1` gave GalR3 antagonist 5, CRFR2-BP antag -2 and CRFR2-BP ag -0.9.
Screening O=C(COC(=O)c1ccc(F)c(S(=O)(=O)N2CCOCC2)c1)Nc1ccc2c(c1)OCO2 returned GalR3 antagonist 7, CRFR2-BP antag -9 and CRFR2-BP ag -0.4.
For CCc1cccc(NC(=O)C2CCN(c3ncnc4sc(C)c(C)c34)CC2)c1 the results were GalR3 antagonist 2, CRFR2-BP antag -3 and CRFR2-BP ag -0.3.
For CC(C)(CNC(=O)c1ccc(S(=O)(=O)Nc2cccc(C(F)(F)F)c2)cc1)N1CCOCC1 the results were GalR3 antagonist -6, CRFR2-BP antag -9 and CRFR2-BP ag -0.2.
COc1ccc(C(=O)c2c3ccccc3[n+]([O-])n2CCC(N)=O)cc1 was read as GalR3 antagonist -7, CRFR2-BP antag 3 and CRFR2-BP ag -0.9.
`C[C@H]1C(=O)N(C)CCN1C(=O)c1ccc(OC2CCN(CCc3ccccc3)CC2)cc1` gave GalR3 antagonist -1, CRFR2-BP antag -5 and CRFR2-BP ag 2.3.
For Cc1ccc(NC(=O)CCCOc2ccccc2)cc1S(=O)(=O)N1CCOCC1 the results were GalR3 antagonist -4, CRFR2-BP antag 10 and CRFR2-BP ag -2.6.

Quoted from the entries so far (3 entries):
COc1ccc(C(C#N)=Cc2ccc(OC)c(OC)c2)cc1 was read as GalR3 antagonist 2, CRFR2-BP antag 26 and CRFR2-BP ag 2.8.
Screening CCOC(=O)N1CCN(S(=O)(=O)CCNC(=O)c2ccc(OC)cc2)CC1 returned GalR3 antagonist -3, CRFR2-BP antag 7 and CRFR2-BP ag 2.3.
`Cc1ccc(-c2csc(N)n2)cc1` gave GalR3 antagonist -3, CRFR2-BP antag 27 and CRFR2-BP ag -4.7.

(listing goes on)
`CC1(c2ccccc2)NC(=O)N(CC(=O)N2CCc3ccccc32)C1=O` (centres undefined) gave GalR3 antagonist -7, CRFR2-BP antag -9 and CRFR2-BP ag -1.0.
`Cc1cc(C)c(C)c(S(=O)(=O)N2CCN(C(=O)c3ccccc3OCc3c(C)noc3C)CC2)c1C` gave GalR3 antagonist 0, CRFR2-BP antag 22 and CRFR2-BP ag -1.8.
CCCCSc1ncnc2c1ncn2C1CCCCO1 (centres undefined) was read as GalR3 antagonist 2, CRFR2-BP antag -13 and CRFR2-BP ag 0.3.
COc1ccc(NC(=O)N(C)C[C@H]2Oc3c(NS(=O)(=O)c4cn(C)cn4)cccc3C(=O)N([C@H](C)CO)C[C@@H]2C)cc1 was read as GalR3 antagonist -3, CRFR2-BP antag -31 and CRFR2-BP ag 5.2.
For Cc1sc2ncnc(N3CCC(C(=O)Nc4cc(Cl)ccc4Cl)CC3)c2c1C the results were GalR3 antagonist -2, CRFR2-BP antag 5 and CRFR2-BP ag 2.0.
CC(C)Cn1c(N)c(C(=O)CSc2nc3ncc(Cl)cc3[nH]2)c(=O)n(C)c1=O was read as GalR3 antagonist -5, CRFR2-BP antag -2 and CRFR2-BP ag -1.8.
Cc1cc(=O)c(C(=O)Nc2cccc(N3CCCC3=O)c2)nn1-c1ccccc1Cl was read as GalR3 antagonist -3, CRFR2-BP antag -4 and CRFR2-BP ag 2.1.
CC(O)[C@H]1CC[C@H]2[C@@H]3CC[C@H]4C[C@H](O)CC[C@]4(C)[C@H]3[C@H](O)C[C@]12C (some centres undefined) was read as GalR3 antagonist -3, CRFR2-BP antag -10 and CRFR2-BP ag 0.2.
Screening COC(=O)C1CC2=C(CCCC2=O)N(Cc2ccccc2)C1=O (centres undefined) returned GalR3 antagonist -2, CRFR2-BP antag -4 and CRFR2-BP ag -3.4.
COc1ccc(-c2ccc3c(c2)C2CC3CCN2C(=O)C(C)(C)C)cc1 (centres undefined) was read as GalR3 antagonist -6, CRFR2-BP antag -2 and CRFR2-BP ag 0.9.
`O=C(NCC(=O)N1CCN(Cc2c(F)cccc2Cl)CC1)c1cccs1` gave GalR3 antagonist -1, CRFR2-BP antag -3 and CRFR2-BP ag 5.6.
Screening COc1ccc(CC(=O)Nc2cccc(S(=O)(=O)N3CCOCC3)c2)cc1OC returned GalR3 antagonist 41*, CRFR2-BP antag -5 and CRFR2-BP ag 1.2.
O=C(OCc1ccccc1)c1cc(S(=O)(=O)N2CCCCC2)ccc1N1CCOCC1 was read as GalR3 antagonist -4, CRFR2-BP antag 15 and CRFR2-BP ag 0.9.

Arranged by number of heavy atoms (smallest number first): part of the list above.
CCCCSc1ncnc2c1ncn2C1CCCCO1 (centres undefined) was read as GalR3 antagonist 2, CRFR2-BP antag -13 and CRFR2-BP ag 0.3.
Screening COC(=O)C1CC2=C(CCCC2=O)N(Cc2ccccc2)C1=O (centres undefined) returned GalR3 antagonist -2, CRFR2-BP antag -4 and CRFR2-BP ag -3.4.
COc1ccc(-c2ccc3c(c2)C2CC3CCN2C(=O)C(C)(C)C)cc1 (centres undefined) was read as GalR3 antagonist -6, CRFR2-BP antag -2 and CRFR2-BP ag 0.9.
Screening COc1ccc(CC(=O)Nc2cccc(S(=O)(=O)N3CCOCC3)c2)cc1OC returned GalR3 antagonist 41*, CRFR2-BP antag -5 and CRFR2-BP ag 1.2.
COc1ccc(NC(=O)N(C)C[C@H]2Oc3c(NS(=O)(=O)c4cn(C)cn4)cccc3C(=O)N([C@H](C)CO)C[C@@H]2C)cc1 was read as GalR3 antagonist -3, CRFR2-BP antag -31 and CRFR2-BP ag 5.2.
